CSN deneddyl inh = inhibitors of CSN-mediated cullin deneddylation, primary screen, biochemical, fluorescence polarization, uHTS. COP9 signalosome complex subunit 5 (Homo sapiens), Q92905. Purified CSN, SCF-Nedd8-OG deneddylation. inhibition, % at 12.5 µM. 360,000 tested, 0.38% active. AID 651999, 2013;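 active = pattern-corrected inhibition above about 35%, with an unprinted fluorescence ratio check between 0.5 and 1.5, limit read from the data, passing the limit was not always enough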;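 note: 0% = enzyme with substrate and 100% = substrate without enzyme; some results filed as inactive read as strong as hits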
Target sequence (Q92905 whole entry, looked up, one chain of several): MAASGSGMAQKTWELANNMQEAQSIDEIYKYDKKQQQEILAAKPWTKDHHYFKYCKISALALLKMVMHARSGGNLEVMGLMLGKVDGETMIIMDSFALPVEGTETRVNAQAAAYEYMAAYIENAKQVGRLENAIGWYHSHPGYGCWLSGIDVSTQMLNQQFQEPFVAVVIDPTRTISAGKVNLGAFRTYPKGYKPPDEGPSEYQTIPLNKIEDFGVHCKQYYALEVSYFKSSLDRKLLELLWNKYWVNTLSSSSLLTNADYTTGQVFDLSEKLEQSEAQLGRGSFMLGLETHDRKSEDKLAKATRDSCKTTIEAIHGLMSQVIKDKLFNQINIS
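Test system: Human Csn5 produced in HEK293T cells | Compound: 12.5 µM single point | Times: 90 min, room temperature | Signal: Fluorescence polarization readout | Read-out basis: % inhibition of substrate cleavage by Csn5 | Controls: no-enzyme wells high, enzyme-with-substrate wells low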
Rpn11 inh = Rpn11 (PSMD14) deubiquitinase inhibitors, primary screen, biochemical, fluorescence polarization, uHTS; 360,000 tested, 0.59% active; calls only at 20 µM; human 26S proteasome, Ub4-pepOG fluorescence polarization; 20S core pre-blocked with epoxomicin; 26S proteasome non-ATPase regulatory subunit 14 (Homo sapiens), O00487;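 active = inhibition at 20 µM, scaled to each plate's controls, above about 33%, limit read from the data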
NadD block = inhibitors of S. aureus NadD, primary screen, biochemical, colorimetric, uHTS. Nicotinate-nucleotide adenylyltransferase NadD (Staphylococcus aureus N315). purified NadD enzyme, colorimetric absorbance read-out. inhibition, % at 20 µM. 360,000 tested, 0.78% active. AID 602399, 2012; in the data active = inhibition above about 26%; note: some compounds past the cut are filed as inactive
Rin1-Abl PPI inh = inhibitors of Rin1-Abl protein binding, primary screen, biochemical, TR-FRET. inhibition, % at 7.35 µM. Tyrosine-protein kinase ABL1 (Homo sapiens) + Ras and Rab interactor 1 (Homo sapiens), …. 360,000 tested, 0.4% active; in the data active = inhibition above about 5%, passing the limit was not always enough
PABP1 MLLE inh = inhibitors of PABP1 MLLE–PAM2 peptide binding, primary screen, biochemical, fluorescence polarization, FITC-PAM2, GST-MLLE | Polyadenylate-binding protein 1 (Homo sapiens), P11940 | inhibition, % at 20 µM | 360,000 tested, 0.36% active | AID 588489, 2011; in the data active = inhibition above about 35%, passing the limit was not always enough;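 note: plate controls were DMSO wells with GST-MLLE for no effect and wells lacking GST-MLLE protein for full effect; some results filed as inactive read as strong as hits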
MT1-MMP act inh = blockers of MT1-MMP proenzyme processing, primary screen, HT1080 RFP-PRO-GFP cells, GFP/RFP fluorescence; 360,000 tested, 0.061% active; AID 651647, 2012; GFP/RFP ratio change, % at 20 µM; Matrix metalloproteinase-14 (Homo sapiens), P50281; GFP/RFP ratio fluorescence, overnight; percent of plate control window, DMSO zero;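 active = GFP/RFP ratio change of at least 30% with cell ATP level not reduced by more than half and red fluorescence within 50% of control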; note: strong numbers were not always called active
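Material – HT1080 RFP-PRO-GFP cells · Control set – DMSO wells and RFP-L50D-GFP cells · Incubation – overnight cell settling, then overnight compound exposure, 37 °C, 5% CO2 · Compound dosing – single-point 20 µM compound, 1% DMSO · Read-out – GFP/RFP fluorescence ratio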
SKN-1 inh = suppressors of acrylamide-induced Pgst-4::GFP reporter in worms, primary screen, SKN-1 inhibitor project, whole organism, uHTS, GFP/RFP fluorescence ratio, strain VP596; 360,000 tested, 0.49% active; C. elegans VP596 Pgst-4::GFP/RFP ratio, 24 h; inhibition, % at 21.8 µM;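 active = interference check ratio from 0.5 to 1.5 plus GFP to RFP signal ratio inhibition reaching or exceeding a fixed threshold, cut at about 30% in these data, passing the limit was not always enough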; note: some compounds called inactive have numbers as strong as hits
FAS TE block = FAS thioesterase domain inhibitors, primary screen, biochemical, fluorescence intensity, uHTS | inhibition, % at 15 µM | Fatty acid synthase (Homo sapiens), P49327 | 360,000 tested, 0.67% active | AID 602261, 2012 | recombinant FAS-TE, OMFH fluorogenic substrate, fluorescence endpoint;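 active = compounds whose normalised, plate-corrected inhibition of enzyme fluorescence in the single-dose primary screen is 50% or more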;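 note: 0% = DMSO with enzyme and 100% = substrate without enzyme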
Neddyl block = inhibitors of cullin neddylation, primary screen, biochemical, TR-FRET, uHTS, NAE and Ubc12 | NEDD8-conjugating enzyme Ubc12 (Homo sapiens) + NEDD8-activating enzyme E1 regulatory … | calls only at 25 µM | 360,000 tested, 0.58% active; in the data active = inhibition above about 36%
Target sequence (P61081 whole entry, looked up): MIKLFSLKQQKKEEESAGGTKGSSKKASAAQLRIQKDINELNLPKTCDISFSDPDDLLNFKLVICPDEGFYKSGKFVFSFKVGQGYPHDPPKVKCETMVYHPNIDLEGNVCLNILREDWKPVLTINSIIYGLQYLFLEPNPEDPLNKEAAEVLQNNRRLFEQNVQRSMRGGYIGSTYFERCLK
Target sequence (Q13564 whole entry, looked up): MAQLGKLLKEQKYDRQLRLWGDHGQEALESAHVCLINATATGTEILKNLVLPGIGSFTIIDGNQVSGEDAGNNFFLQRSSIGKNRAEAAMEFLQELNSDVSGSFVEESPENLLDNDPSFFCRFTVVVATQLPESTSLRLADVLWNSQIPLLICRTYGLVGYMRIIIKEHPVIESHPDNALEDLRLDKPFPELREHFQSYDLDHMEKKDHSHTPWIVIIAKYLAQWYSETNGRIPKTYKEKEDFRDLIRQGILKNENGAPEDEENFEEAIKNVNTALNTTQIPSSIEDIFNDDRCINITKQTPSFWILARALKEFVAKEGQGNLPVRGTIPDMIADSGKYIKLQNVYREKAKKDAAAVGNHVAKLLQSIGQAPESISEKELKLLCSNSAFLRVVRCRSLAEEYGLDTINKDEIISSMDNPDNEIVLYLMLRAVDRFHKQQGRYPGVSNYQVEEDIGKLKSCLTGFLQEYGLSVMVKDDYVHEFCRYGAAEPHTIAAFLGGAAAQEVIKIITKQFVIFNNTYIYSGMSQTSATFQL
The depositor's hits bear a star; i = inactive; nt = no result given; + = active, no number.

SMILES	CSN deneddyl inh	Rpn11 inh	NadD block	Rin1-Abl PPI inh	PABP1 MLLE inh	MT1-MMP act inh	SKN-1 inh	FAS TE block	Neddyl block
Cc1ccc(C(=O)COC(=O)CNC(=O)CN2C(=O)c3ccccc3C2=O)cc1	-11	i	-2	1	5	2	-10	-12	i
CCOc1ccc(NC(=O)CSc2ncn[nH]2)cc1	-1	i	-6	0	-12	0	-7	-16	i
CC(C(=O)OCc1nnc(-c2ccccc2)o1)N1C(=O)C2CCCCC2C1=O (centres undefined)	-9	i	0	-4	-13	3	1	-5	i
Cc1cc(C)c(S(=O)(=O)c2ccccc2C)c(SCC(C)C)n1	-3	i	1	-1	-1	0	12	21	i
Cn1c(CC(=O)Nc2ccccc2)cc2ccccc21	2	i	-3	-1	16	2	-15	-2	i
O=C(NC1CCCCC1)c1cc(S(=O)(=O)N2CCCCC2)ccc1N1CCOCC1	0	i	2	3	4	-4	-6	-1	i
Cc1nc2ccccn2c1C(=O)N=Nc1c(O)n(CCC(C)C)c2ccccc12	-3	i	-5	-4	-3	-17	3	0	i
N#C/C(=C\c1ccc(F)cc1)C(=O)NC1CCS(=O)(=O)C1 (centres undefined)	5	i	4	1	22	-2	12	3	i
O=C(Cn1c(=O)n(CC2CCCO2)c(=O)c2ccccc21)N1CCN(c2ccccc2)CC1 (centres undefined)	-5	i	5	-2	-3	4	-22	-4	i
O=C1[C@@H]2Cc3c([nH]c4ccccc34)CN2C(=O)CN1CCO	-1	i	-3	0	-4	-8	21	-3	i
C[C@@H]1CN([C@@H](C)CO)C(=O)c2cccc(NS(C)(=O)=O)c2O[C@H]1CN(C)C(=O)Nc1ccc(F)cc1	1	i	-3	1	12	2	18	-14	i
O=C1NC[C@@H](CCCCN2C[C@H](Cc3ccc(O)cc3)N(CCc3ccccc3)C(=O)C2=O)N(CC2CCCCC2)C1=O	1	nt	15	nt	nt	4	7	-2	i
CC(C)(C)NC(=O)c1cccc(NC(=O)c2cccc(O)c2)c1	4	i	0	0	3	3	-3	-8	i
Cc1nn(Cc2ccc(F)cc2Cl)c(C)c1[N+](=O)[O-]	3	i	-3	4	0	-2	-2	7	i
COc1ccc2c(c1)N(C)C(=O)CC(c1ccccc1)=N2	0	i	1	-5	-13	3	27	-2	i
O=C(OCc1nc2ccc(Cl)cc2n1CCO)c1ccc2c(c1)OCO2	3	i	3	1	-9	-5	-46	6	i
c1ccc2nc(N3CCCC3)c(N3CCCC3)nc2c1	0	i	-3	-1	3	-2	5	10	+
Cc1cc(-c2nn(-c3ccccc3F)cc2CN2CCC(O)CC2)c(C)s1	1	i	-8	1	0	5	-3	-6	i
CC(C)c1ccc(S(=O)(=O)N2CCN(C(C)C(=O)Nc3ccccc3-c3ccccc3)CC2)cc1 (centres undefined)	-8	i	11	1	7	-16	-2	43	i
CN(c1ccc(OCC(=O)OCC(=O)Nc2ccc(Br)cc2)cc1)S(=O)(=O)c1cccs1	5	i	-8	-2	-12	-2	6	18	i
O=C(NN1C(=O)C2C3C=CC(C4CC34)C2C1=O)c1ccc(Br)cc1 (centres undefined)	-2	i	0	0	-3	1	-10	-4	i
CC(=O)c1cccc(NC(=O)CN(C)S(=O)(=O)c2ccccc2)c1	1	i	5	3	2	-1	-10	-7	i
Cc1ccc(NCC(=O)N/N=C\c2ccc([N+](=O)[O-])o2)cc1	3	i	6	1	20	2	1	-2	i
CCCC1C(c2ccccc2)C(C#N)(C#N)C2(C#N)CC1(N)NC2=O (centres undefined)	-3	i	3	-2	6	-7	22	-7	i

Given with two lines to a compound: four of the compounds above
Fields: CSN deneddyl inh	Rpn11 inh	NadD block	Rin1-Abl PPI inh	PABP1 MLLE inh	MT1-MMP act inh	SKN-1 inh	FAS TE block	Neddyl block
- O=C(Cn1c(=O)n(CC2CCCO2)c(=O)c2ccccc21)N1CCN(c2ccccc2)CC1 (centres undefined)
 : -5	i	5	-2	-3	4	-22	-4	i
- O=C1[C@@H]2Cc3c([nH]c4ccccc34)CN2C(=O)CN1CCO
 : -1	i	-3	0	-4	-8	21	-3	i
- C[C@@H]1CN([C@@H](C)CO)C(=O)c2cccc(NS(C)(=O)=O)c2O[C@H]1CN(C)C(=O)Nc1ccc(F)cc1
 : 1	i	-3	1	12	2	18	-14	i
- O=C1NC[C@@H](CCCCN2C[C@H](Cc3ccc(O)cc3)N(CCc3ccccc3)C(=O)C2=O)N(CC2CCCCC2)C1=O
 : 1	nt	15	nt	nt	4	7	-2	i

The results go on:
SMILES	CSN deneddyl inh	Rpn11 inh	NadD block	Rin1-Abl PPI inh	PABP1 MLLE inh	MT1-MMP act inh	SKN-1 inh	FAS TE block	Neddyl block
O=C(NCc1ccco1)c1cc2nc(-c3cccs3)cc(C(F)(F)F)n2n1	-3	i	-5	-3	16	15	-4	11	i
Cc1nnnn1/C(=C\c1ccccc1)C(=O)OCC(=O)N1CC2(C)CC1CC(C)(C)C2 (centres undefined)	0	i	1	-1	-26	-24	-1	24	i
C=CCSc1nnc(NC(=O)CSc2nnc(C)s2)s1	-8	i	-5	4	6	4	0	-4	i
Cc1ccccc1C(=O)N1CCc2cc(-c3nc(NC(=O)Cc4ccc5c(c4)OCO5)sc3C)ccc21	6	i	47*	-8	5	-17	4	43	i
O=C(OC(C(=O)NCc1ccc2c(c1)OCO2)c1ccncc1)c1ccc(Cl)nc1 (centres undefined)	6	i	-5	-4	-1	3	-15	4	i
Cc1cccc2nc(-c3ccco3)c(Nc3ccccc3)n12	2	i	0	1	-1	2	0	2	nt
Nc1nonc1-c1noc(N2CCOCC2)n1	0	i	-4	-3	-12	-1	-10	-6	i
COc1ccc(OC)c(NC(=O)CC2SC(=NCc3ccccc3)NC2=O)c1 (centres undefined)	-9	i	-2	0	-28	6	-6	-5	i
Cc1cc(C)n(C(C)CNS(=O)(=O)c2ccccc2)n1 (centres undefined)	5	i	-4	2	11	5	10	2	i
OC[C@@H]1CN(Cc2ccc3c(c2)OCO3)C[C@H](n2cnc3c(N4CCOCC4)ncnc32)O1	-3	i	0	-1	3	0	7	-8	i
COc1ccc(/C=C2\CCC(C3CCCC3)C2=O)c(OC)c1 (centres undefined)	3	i	-7	2	10	2	-13	15	i
Cc1nnc(SCC(=O)NCc2ccc3c(c2)OCO3)n1C	7	i	-11	0	-14	-5	1	-2	i
Cc1c(C(=O)c2ccc(Br)cc2)c(=O)n(C)c(=O)n1C	3	i	2	-1	5	-1	12	-5	i
O=C1CC(SCc2nc3ccccc3[nH]2)C(=O)N1c1ccc(F)cc1 (centres undefined)	1	i	3	-1	23	-4	6	-10	i
C#CCOCCOCCOCCNc1nc(N2CCN(C(=O)[C@H](CCC(=O)O)n3cc([C@@H](N)CC(N)=O)nn3)CC2)nc(N2CCN(C(=O)[C@H](CCC(=O)O)n3cc([C@@H](N)CC(N)=O)nn3)CC2)n1	-6	i	10	0	-11	1	5	-7	i
O=C(CNC(=O)c1ccc(Cl)cc1Cl)NCCCn1ccnc1	4	i	-2	0	-7	3	-13	-4	i
CC[C@@]12C(=O)N(c3ccc(OC)cc3)C(=O)N1[C@H](c1cccc(C)c1)[C@@H]1C(=O)N(Cc3ccccc3)C(=O)[C@@H]12	-1	i	1	3	12	-2	7	13	i
O=C(CCCSc1nnc(SCCCC(=O)c2ccc(F)cc2)s1)c1ccc(F)cc1	-2	i	6	-2	-91	5	5	32	i
COc1cccc(NC(=O)CN2C(=O)COc3ccc(Cl)cc32)c1	-2	i	-4	-2	-9	8	1	26	i
CCC(C(=O)NCCC1=CCCCC1)c1ccccc1 (centres undefined)	-12	i	3	-2	-1	-2	-3	0	i
O=C(Cn1nnc(-c2ccccc2)n1)N/N=C/c1ccc(-c2ccc(Cl)cc2)o1	-5	i	20	-4	11	0	-3	-12	i
COc1ccc(Cn2c(CCC(=O)Nc3ccc(C)cc3)nc3cccnc32)cc1	2	i	-3	-4	-3	3	-8	0	i
CCCCc1ccc(NC(=S)NCC2CCCO2)cc1 (centres undefined)	0	i	4	0	-36	2	11	6	i
Cn1c(=O)n(Cc2ccccc2F)c(=O)c2c1nc1n2CCN1Cc1ccco1	0	i	-4	-2	-5	-5	-1	2	i
CC(C)[C@H](NC(=O)c1ccccc1)C(=O)OCC(=O)Nc1ccc(S(=O)(=O)N2CCOCC2)cc1	3	i	-2	1	-5	2	5	-7	i
CCNC(=S)N/N=C(\C)c1ccc2c(c1)OCCO2	-5	i	-1	0	5	7	-3	-7	i
COc1cc(C2/C(=C(\O)c3ccc4c(c3)OCCO4)C(=O)C(=O)N2Cc2ccco2)ccc1O (centres undefined)	-1	i	-2	-2	-8	3	-8	-6	i
CCOc1ccc(C2NC(=O)NC(c3ccccc3)=C2C(C)=O)cc1OC (centres undefined)	2	i	-3	-1	-8	-2	1	-3	i
Cc1ccc(C(=O)N/C(=C\c2ccco2)C(=O)NCCc2c[nH]c3ccccc23)cc1	1	i	-1	-1	3	-4	-2	3	i
O=S(=O)(NCCN1CCOCC1)c1cc(Cl)c(Cl)cc1Cl	-2	i	-11	0	-3	1	-15	-4	i
CC(C)c1ccc(-c2nnn(CCC(=O)O)n2)cc1	2	i	-2	-1	1	6	-11	-12	i
Cc1nc(NCCO)c2nnn(Cc3ccccc3F)c2n1	8	i	-1	1	-6	1	-2	-6	i
O=C(Cc1c(C(=O)O)[nH]c2ccccc12)NCCN1CCN(c2cccc(Cl)c2)CC1	5	i	2	0	-2	1	-1	-7	i
COc1ccc(-c2noc(CCC(=O)NC3CCCCCC3)n2)cc1OC	0	i	1	1	-78	0	0	-6	i
CN(C)CCCNC1CS(=O)(=O)CC1O (centres undefined)	-1	i	-4	5	4	6	11	-13	i
Nc1c(SCCC(=O)O)ccc2c1C(=O)c1ccccc1C2=O	3	i	-2	-3	14	14	62	-6	i
NC(=O)c1nsc(C(=O)N(CC(=O)NC2CCCC2)c2ccc(F)c(Cl)c2)c1N	0	i	0	0	15	-2	6	4	i
CCOc1ccc(N2C(=O)CC(C(C)c3ccccc3)C2=O)cc1 (centres undefined)	0	i	-7	0	14	0	-14	2	i
COc1ccc(NC(=O)CSc2nnc(Cc3ccc(C)cc3)c(=O)n2N)cc1	-1	i	1	1	12	0	-7	-2	i
Cc1ccc(S(=O)(=O)c2ccc(NN)cc2)cc1	-1	i	-3	0	-2	1	-11	4	i
O=C(C1CCCC1)N1CCN(S(=O)(=O)c2ccc(F)c(F)c2F)CC1	-1	i	-3	3	-20	-1	-4	-1	i
CCN1CCN(C(=O)c2ccc(Cn3c(=O)[nH]c4cc(OC)c(OC)cc4c3=O)cc2)CC1	6	i	-8	-1	5	7	22	1	i
COc1ccc(/C(C)=N/NC(=O)CCC(=O)Nc2ccc(Cl)cc2Cl)c(OC)c1	-9	i	3	-4	7	2	6	9	i

Assay outcomes: PubChem BioAssay, several laboratories
